# Bioassay records from PubChem BioAssay.
# PGC1a acetyl inh: inhibitors of PGC1a acetylation signal, primary screen, cell-based, U2OS, AlphaScreen, inhibitor mode. actives 0.17% (n = 350,000). inhibition, % at 15.6 µM. AlphaScreen anti-acetyl-lysine; with virally co-expressed GCN5 acetyltransferase;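 active means every replicate shows inhibition of at least 40%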;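 further: 0% = neutral control wells and 100% = positive control wells; some results beyond the cut were filed as inactive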
# miR-122 sensor: miR-122 Renilla sensor signal increase in Huh7, primary screen, miR-122 inhibitor project, cell-based, single point, plate reader. AID 602342, 2012. activation (reporter increase), % at 12.5 µM. Huh7 miR-122 Renilla luciferase sensor, 48 h; neutral wells = 0, positive control = 100. actives 0.3% (n = 340,000);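 active means mean replicate activation score at least 90 and every replicate individually at or above 90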;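 further: higher luciferase means less miR-122 activity so hits act as miR-122 inhibitors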
# E-sel inducer: E-selectin induction in HUVECs, primary screen, imaging, HUVEC, immunofluorescence imaging, single point; P16581; normalized: neutral wells 0, TNF-alpha wells 100; activation, % at 7.58 µM; actives 0.37% (n = 260,000); AID 686992, 2013;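 active means mean E-selectin-positive cell signal at least 10% of the positive control, reached in at least 60% of replicates, without over 20% cell loss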;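 further: in these data hits start at about 27%; measured in HUVEC primary endothelial cells; signal is the percent of cells scored E-selectin positive by PE staining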
# Target sequence (P16581 whole entry, looked up): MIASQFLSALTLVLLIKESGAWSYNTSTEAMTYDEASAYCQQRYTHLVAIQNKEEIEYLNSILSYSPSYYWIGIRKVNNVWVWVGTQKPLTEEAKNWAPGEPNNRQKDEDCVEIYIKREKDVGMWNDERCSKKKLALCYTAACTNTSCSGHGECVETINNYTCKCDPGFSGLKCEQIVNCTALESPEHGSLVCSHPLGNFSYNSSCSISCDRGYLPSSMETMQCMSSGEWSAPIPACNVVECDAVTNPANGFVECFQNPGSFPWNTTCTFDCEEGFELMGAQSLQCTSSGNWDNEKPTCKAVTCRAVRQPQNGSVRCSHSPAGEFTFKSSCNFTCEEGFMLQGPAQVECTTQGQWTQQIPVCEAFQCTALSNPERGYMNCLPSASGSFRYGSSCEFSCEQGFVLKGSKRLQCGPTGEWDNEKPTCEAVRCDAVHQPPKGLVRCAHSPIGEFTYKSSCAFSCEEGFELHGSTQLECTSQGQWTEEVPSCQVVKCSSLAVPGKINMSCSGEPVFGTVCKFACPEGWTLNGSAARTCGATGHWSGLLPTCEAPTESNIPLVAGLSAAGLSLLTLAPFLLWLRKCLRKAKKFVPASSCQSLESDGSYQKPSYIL
#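 Test system: HUVEC | Signal: Immunofluorescence imaging | Read-out: Percent E-selectin-positive cells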
# Numbers without * were called inactive; [ ] = dose if it differs, or a comment.
SMILES,PGC1a acetyl inh,miR-122 sensor,E-sel inducer
Cc1ccc(-c2ccc3c(c2)O[C@H](CN(C)C(=O)C2CCCCC2)[C@@H](C)CN([C@H](C)CO)S3(=O)=O)cc1,0.1,6.9[16.7 µM],0.6
C[C@H](CO)N1C[C@H](C)[C@H](CN(C)S(=O)(=O)c2ccccc2)Oc2c(NC(=O)c3cnccn3)cccc2C1=O,-1.4,18.5[16.7 µM],0.0
C[C@@H]1CN([C@@H](C)CO)C(=O)Cc2cc(NC(=O)c3ccncc3)ccc2O[C@H]1CN(C)Cc1ccc(C(F)(F)F)cc1,-13.5,-13.6[16.7 µM],0.0
C[C@@H]1CCCCO[C@H](CN(C)S(C)(=O)=O)[C@@H](C)CN([C@H](C)CO)C(=O)c2cc(NC(=O)CCCN(C)C)ccc2O1,-0.1,3.8[16.7 µM],0.4
C[C@H](CO)N1C[C@H](C)[C@@H](CN(C)S(=O)(=O)c2ccc(F)cc2)Oc2ccc(NC(=O)Nc3ccc(C(F)(F)F)cc3)cc2CC1=O,-10.2,0.4[16.7 µM],0.3
C[C@@H]1CN([C@H](C)CO)C(=O)c2cc(C3=CCCC3)cnc2O[C@@H]1CN(C)C(=O)C1CC1,0.6,-0.5[16.7 µM],0.5
CO[C@@H]1CN(C)C(=O)c2ccc(NC(C)=O)cc2OC[C@@H](C)N(Cc2ccncc2)C[C@H]1C,13.4,-10.1[16.7 µM],0.8
COc1ccc(-c2cnc3c(c2)C(=O)N([C@@H](C)CO)C[C@@H](C)[C@@H](CN(C)C(=O)C2CC2)O3)cc1,-8.3,-7.6[16.7 µM],0.1
C[C@@H]1CN([C@@H](C)CO)C(=O)c2cc(NC(=O)CCC(F)(F)F)ccc2O[C@@H](C)CCCCO[C@H]1CN(C)Cc1ccccc1,-9.8,12.3[16.7 µM],-0.1
C[C@@H]1CN([C@H](C)CO)C(=O)c2cc(N(C)C)ccc2O[C@@H](C)CCCCO[C@H]1CN(C)C(=O)Nc1ccc2c(c1)OCO2,-17.7,-6.9[16.7 µM],-0.4
CO[C@@H]1CN(C)C(=O)c2cc(NC(=O)NC3CCCCC3)ccc2OC[C@H](C)N(C(C)=O)C[C@H]1C,-0.6,-8.6[16.7 µM],0.0
CO[C@H]1CN(C)C(=O)c2ccc(NS(=O)(=O)c3cccc(C)c3)cc2OC[C@H](C)NC[C@H]1C,-12.9,5.0[16.7 µM],-0.1
C[C@H]1CN([C@@H](C)CO)S(=O)(=O)c2ccc(C#CC(C)(C)O)cc2O[C@@H]1CN(C)C(=O)C1CC1,9.8,2.3[16.7 µM],1.4
C/C=C/c1ccc2c(c1)O[C@H](CN(C)C(=O)C1CC1)[C@@H](C)CN([C@@H](C)CO)S2(=O)=O,1.2,9.3[16.7 µM],-0.3
C[C@@H]1CN([C@@H](C)CO)C(=O)c2cc(NS(=O)(=O)c3cccs3)ccc2O[C@H]1CN(C)S(=O)(=O)c1cccs1,-11.8,8.6[16.7 µM],0.0
COCCCNC(=O)Nc1ccc2c(c1)N(C)C(=O)CS2,-5.8,-3.6,7.4
C[C@@H]1CN([C@H](C)CO)C(=O)c2cc(C#CC(C)(C)O)cnc2O[C@H]1CN(C)Cc1cccc(F)c1,2.6,10.0[16.7 µM],-0.8
C[C@H](CO)N1C[C@H](C)[C@@H](CN(C)C(=O)C2CCCCC2)Oc2ncc(C#CC(C)(C)O)cc2C1=O,2.2,-7.2[16.7 µM],-0.2
CNC[C@@H]1Oc2c(NC(=O)Nc3ccc(OC)cc3)cccc2C(=O)N([C@@H](C)CO)C[C@H]1C,1.5,2.6[16.7 µM],0.1
C[C@H]1CN([C@@H](C)CO)S(=O)(=O)c2ccc(C#CC3CC3)cc2O[C@@H]1CN(C)Cc1cncnc1,-5.3,9.1[16.7 µM],0.5
CO[C@@H]1CN(C)C(=O)c2ccc(NC(=O)c3ccc(F)cc3)cc2OC[C@@H](C)N(C(=O)CN(C)C)C[C@@H]1C,-30.6,-0.4[16.7 µM],-0.2
CCCN(C)C[C@H]1Oc2cc(C#CC3CCCCC3)ccc2S(=O)(=O)N([C@@H](C)CO)C[C@H]1C,-20.0,12.0[16.7 µM],-0.2
C[C@H](CO)N1C[C@H](C)[C@H](CN(C)S(=O)(=O)c2ccc(Cl)cc2)OCc2cn(nn2)CCCC1=O,12.4,6.5[16.7 µM],0.3
C[C@@H]1CN([C@H](C)CO)C(=O)c2cc(-c3ccncc3)cnc2O[C@H]1CN(C)C(=O)C1CCC1,-4.7,-5.2[16.7 µM],1.2
CNC[C@@H]1OCCCC[C@@H](C)Oc2ccc(N)cc2C(=O)N([C@@H](C)CO)C[C@H]1C,1.8,0.0[16.7 µM],-0.2
C[C@H]1CN([C@@H](C)CO)C(=O)c2cccc(NS(=O)(=O)c3cccs3)c2O[C@@H]1CN(C)C(=O)Nc1ccccc1,5.4,-4.8[16.7 µM],0.7
C[C@H](CO)N1C[C@H](C)[C@@H](CN(C)C(=O)C2CCC2)Oc2cc(-c3ccccc3)ccc2S1(=O)=O,-10.9,21.2[16.7 µM],0.6
Cc1nn(C)c(C)c1CN(C)C(=O)C1c2ccccc2Oc2ccccc21,-1.2,2.5,0.0
Cc1ccc(S(=O)(=O)Nc2ccc3c(c2)C(=O)N([C@@H](C)CO)C[C@H](C)[C@@H](CN(C)Cc2ccc(C(F)(F)F)cc2)O3)cc1,-27.7,1.2[16.7 µM],0.9
Cc1ccc(-c2ccc3c(c2)O[C@H](CN(C)C(=O)C2CCCCC2)[C@H](C)CN([C@H](C)CO)S3(=O)=O)cc1,4.0,-6.8[16.7 µM],-0.5
CN1C(=O)c2cc(NC(=O)NC3CCCC3)ccc2OC[C@H]2O[C@@H](CC(=O)NC3CCC3)CC[C@@H]21,4.8,5.3[16.7 µM],-0.1
CC(C)OC(=O)C(C)Oc1ccc(C(=O)NCCc2ccccc2)cc1 (stereo not drawn),2.8,2.8,1.3
CNC[C@@H]1OCCCC[C@@H](C)Oc2ccc(N(C)C)cc2C(=O)N([C@H](C)CO)C[C@@H]1C,7.3,4.3[16.7 µM],-0.1
COC(=O)Nc1ncc(CN2CCC(c3ccccc3)CC2)s1,14.3,-4.9,0.7
CC=Cc1ccc2n(c1=O)C[C@@H]1[C@@H](CO)[C@H](C(=O)NCCC)[C@H]2N1S(=O)(=O)c1cn(C)cn1 (mixture of isomers),-11.6,-4.7[16.7 µM],0.4
C[C@@H]1CN([C@@H](C)CO)C(=O)CCCn2cc(nn2)CO[C@H]1CN(C)Cc1ccc2c(c1)OCCO2,0.9,26.5[16.7 µM],0.1

# Limited to miR-122 sensor and PGC1a acetyl inh, for some of the entries so far:
smiles	miR-122 sensor	PGC1a acetyl inh
C[C@H](CO)N1C[C@H](C)[C@@H](CN(C)C(=O)C2CCC2)Oc2cc(-c3ccccc3)ccc2S1(=O)=O	21.2[16.7 µM]	-10.9
Cc1nn(C)c(C)c1CN(C)C(=O)C1c2ccccc2Oc2ccccc21	2.5	-1.2

# Later entries:
SMILES,PGC1a acetyl inh,miR-122 sensor,E-sel inducer
C[C@H]1CN([C@@H](C)CO)S(=O)(=O)c2ccc(-c3ccc(F)cc3)cc2O[C@@H]1CN(C)C(=O)C1CCC1,35.6,23.3[16.7 µM],-0.5
C[C@H](CO)N1C[C@H](C)[C@H](CN(C)S(=O)(=O)c2ccccc2)OCc2cn(nn2)CCCC1=O,1.1,-7.3[16.7 µM],0.1
CCCC(=O)Nc1ccc2c(c1)OC[C@@H](C)N(C(=O)c1ccccc1F)C[C@H](C)[C@@H](OC)CN(C)C2=O,2.6,-15.4[16.7 µM],-0.1
C[C@H](CO)N1C[C@H](C)[C@H](CN(C)Cc2cccnc2)Oc2ncc(C#CC3CCCCC3)cc2C1=O,0.9,-1.9[16.7 µM],0.0
CO[C@@H]1CN(C)C(=O)c2cc(NC(=O)Nc3cccc(Cl)c3)ccc2OC[C@@H](C)N(C)C[C@H]1C,15.0,3.6[16.7 µM],-0.2
Cc1nn(C)cc1NC(=O)C[C@H]1CC[C@@H]2[C@@H](COc3ccc(NC(=O)C4CCC4)cc3C(=O)N2C)O1,5.6,1.8[16.7 µM],1.9
C[C@H](CO)N1C[C@H](C)[C@H](CN(C)C(=O)c2cc(-c3ccccc3)on2)OCc2cn(nn2)CCCC1=O,9.6,3.0[16.7 µM],0.5
C[C@@H]1CN([C@@H](C)CO)C(=O)c2cc(NC(=O)Nc3ccccc3)ccc2O[C@@H]1CN(C)C(=O)Nc1ccc2c(c1)OCO2,2.1,-5.0[16.7 µM],0.3
Cc1ccccc1S(=O)(=O)Nc1ccc2c(c1)C(=O)N(C)[C@@H]1CC[C@H](CC(=O)O)O[C@H]1CO2,-2.9,-8.3[16.7 µM],-0.2
CCCC#Cc1ccc2c(c1)O[C@H](CN(C)S(=O)(=O)c1cccc(OC)c1)[C@@H](C)CN([C@@H](C)CO)S2(=O)=O,-18.1,31.4[16.7 µM],0.2
CC(C)C(=O)Nc1ccc2c(c1)C(=O)N(C)[C@H]1CC[C@@H](CC(=O)NCCc3ccccc3)O[C@H]1CO2,0.6,-23.3[16.7 µM],0.0
COCC(=O)N1C[C@@H](C)[C@@H](OC)CN(C)C(=O)c2ccc(NC(=O)Nc3cccc(F)c3)cc2OC[C@@H]1C,6.0,-12.9[16.7 µM],-0.5

# Filtered by structure, those above with a thiophene ring, fused or not.
SMILES,PGC1a acetyl inh,miR-122 sensor,E-sel inducer
C[C@@H]1CN([C@@H](C)CO)C(=O)c2cc(NS(=O)(=O)c3cccs3)ccc2O[C@H]1CN(C)S(=O)(=O)c1cccs1,-11.8,8.6[16.7 µM],0.0
C[C@H]1CN([C@@H](C)CO)C(=O)c2cccc(NS(=O)(=O)c3cccs3)c2O[C@@H]1CN(C)C(=O)Nc1ccccc1,5.4,-4.8[16.7 µM],0.7

# Next entries follow:
SMILES,PGC1a acetyl inh,miR-122 sensor,E-sel inducer
C[C@H]1CN([C@@H](C)CO)C(=O)c2cc(NS(=O)(=O)c3ccccc3)ccc2O[C@H]1CN(C)S(=O)(=O)c1ccc(F)cc1,-6.1,0.4[16.7 µM],-0.3
C[C@@H]1CN([C@H](C)CO)C(=O)c2cc(C3=CCCC3)cnc2O[C@H]1CN(C)C(=O)C1CC1,-8.9,2.3[16.7 µM],0.7
CO[C@@H]1CN(C)C(=O)c2cc(NS(=O)(=O)c3ccc(Cl)cc3)ccc2OC[C@H](C)N(C(=O)NC(C)C)C[C@H]1C,9.0,7.5[16.7 µM],0.2
C[C@@H]1CN([C@H](C)CO)S(=O)(=O)c2ccc(-c3ccc(F)cc3)cc2O[C@@H]1CN(C)C(=O)C1CC1,-6.2,9.5[16.7 µM],-0.5
CCCN1C[C@@H](C)[C@@H](OC)CN(C)C(=O)c2ccc(NC(=O)CC)cc2OC[C@@H]1C,6.4,-5.2[16.7 µM],-0.2
Cc1ccc(-c2ccc3c(c2)O[C@@H](CN(C)C(=O)C2CCCCC2)[C@H](C)CN([C@@H](C)CO)S3(=O)=O)cc1,26.2,18.0[16.7 µM],-0.5
COc1ccc(S(=O)(=O)N(C)C[C@@H]2Oc3c(NC(=O)Nc4c(C)noc4C)cccc3C(=O)N([C@H](C)CO)C[C@H]2C)cc1,-2.9,0.2[16.7 µM],-4.3
Cn1cccc1/C=C1\CCC/C(=C\c2cccn2C)C1=O,-4.5,-8.6,-0.5
CO[C@@H]1CN(C)C(=O)c2cc(NS(=O)(=O)c3ccc(Cl)cc3)ccc2OC[C@H](C)N(C(=O)NC(C)C)C[C@@H]1C,-8.7,-7.1[16.7 µM],0.4
CCCN1C[C@H](C)[C@H](OC)CN(C)C(=O)c2cc(NC(=O)CC)ccc2OC[C@H]1C,19.4,8.7[16.7 µM],0.0
CO[C@H]1CN(C)C(=O)c2cc(NC(=O)c3cccc(Oc4ccccc4)c3)ccc2OC[C@@H](C)NC[C@H]1C,6.8,-34.2[16.7 µM],0.0
CO[C@H]1CN(C)C(=O)c2cc(NC(=O)c3cccc(F)c3)ccc2OC[C@@H](C)N(C(C)=O)C[C@H]1C,4.8,13.7[16.7 µM],-0.2
C[C@@H]1CCCCO[C@@H](CN(C)C(=O)Nc2ccc(F)cc2)[C@H](C)CN([C@@H](C)CO)C(=O)c2cc(N(C)C)ccc2O1,4.0,-6.0[16.7 µM],-0.2
C[C@H]1CN([C@@H](C)CO)C(=O)CCCn2cc(nn2)CO[C@H]1CN(C)C(=O)c1cc(-c2ccccc2)on1,4.0,5.1[16.7 µM],0.8
C[C@@H]1CN([C@@H](C)CO)C(=O)c2cccc(NC(=O)NC3CCCCC3)c2O[C@@H]1CN(C)Cc1ccc2c(c1)OCO2,-9.5,-0.1[16.7 µM],-0.1
CNC(=O)C[C@@H]1CC[C@H]2[C@H](COc3ccc(NC(=O)Nc4c(C)noc4C)cc3C(=O)N2C)O1,2.4,12.5[16.7 µM],-0.1
CCCNC(=O)N1C[C@H](C)[C@H](OC)CN(C)C(=O)c2cc(NC(=O)C3CCC3)ccc2OC[C@H]1C,12.5,-25.9[16.7 µM],-0.2
Cc1noc(C)c1S(=O)(=O)Nc1cccc2c1O[C@@H](CN(C)Cc1ccc(-c3ccccc3)cc1)[C@@H](C)CN([C@@H](C)CO)C2=O,9.0,-2.1[16.7 µM],0.7
CC(C)NC(=O)N(C)C[C@@H]1Oc2ccc(NC(=O)C3CC3)cc2C(=O)N([C@@H](C)CO)C[C@@H]1C,13.1,-0.8[16.7 µM],3.1
CO[C@H]1CN(C)C(=O)c2cc(NC(=O)c3cccc(Oc4ccccc4)c3)ccc2OC[C@H](C)NC[C@@H]1C,-7.3,-21.2[16.7 µM],0.1

# An excerpt; rates above refer to the full screens.
